Compound activity (PubChem BioAssay)
TNAP act DEA: human TNAP enzyme activators, primary screen, biochemical, luminescent, intermediate phosphate acceptor level | purified TNAP, CDP-star luminescence, 100 mM DEA, 30 min; hits give high values; scale: 0 levamisole-inhibited, 1 vehicle-only enzyme | 64,000 tested, under 10 active | activation factor at 20 µM | AID 813, 2007;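 active = activation factor of at least 2 at 20 µM, relative to controls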
Target sequence (P05186 whole entry, looked up): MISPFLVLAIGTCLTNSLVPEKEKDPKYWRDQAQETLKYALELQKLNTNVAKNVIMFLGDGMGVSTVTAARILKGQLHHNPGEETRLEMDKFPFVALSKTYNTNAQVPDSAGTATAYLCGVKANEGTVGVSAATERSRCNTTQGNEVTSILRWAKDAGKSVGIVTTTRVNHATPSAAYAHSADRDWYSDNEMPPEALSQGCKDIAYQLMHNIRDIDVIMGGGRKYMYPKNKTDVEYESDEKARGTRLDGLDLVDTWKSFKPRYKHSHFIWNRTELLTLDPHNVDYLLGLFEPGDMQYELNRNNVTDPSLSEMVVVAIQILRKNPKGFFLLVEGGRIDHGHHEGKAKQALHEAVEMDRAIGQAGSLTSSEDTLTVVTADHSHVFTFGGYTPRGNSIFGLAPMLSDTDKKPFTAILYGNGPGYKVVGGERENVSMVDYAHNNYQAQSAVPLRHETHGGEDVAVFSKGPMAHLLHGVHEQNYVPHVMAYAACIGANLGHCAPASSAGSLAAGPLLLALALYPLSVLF
ROCK2 blocker: inhibitors of human ROCK2 kinase, primary screen, biochemical, high-throughput, luminescence; purified ROCK2, Kinase-Glo ATP depletion luminescence; inhibition, % at 6 µM; hit rate 0.35% among 60,000;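 active = inhibition above the screen-wide mean inhibition plus 3 SD, cut at about 18% in these data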;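 also: plate controls were DMSO wells for no effect and Y-27632 control wells after no-enzyme background subtraction for full effect; many of its hits are not listed in these tables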
Jurkat tox 60K: cytotoxicity toward Jurkat T cells, primary screen, cytotoxicity control, cell-based, Jurkat E6.1, 60K MLSMR library. Jurkat E6.1 viability, ATP luminescence, 48 h. inhibition, % at 4 µM. hit rate 1.2% among 56,000;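 active = inhibition above the mean inhibition of all tested compounds plus 3 SD, cut at about 28% in these data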
MMP13 inh: human MMP13 inhibitors, primary screen, biochemical, FRET peptide cleavage | Collagenase 3 (Homo sapiens), P45452 | MMP-13 fTHP FRET cleavage, Mca fluorescence | inhibition, % at 4 µM | hit rate 0.07% among 65,000 | AID 570, 2006;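 active = inhibition above the mean of compound-free control plate wells plus 3 SD, cut at about 14% in these data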;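 also: 0% = DMSO wells and 100% = wells with reference MMP-13 inhibitor after basal subtraction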
Cdc25B inh: inhibitors of Cdc25B phosphatase catalytic domain, primary screen, biochemical, OMFP fluorescence. recombinant Cdc25B, OMFP fluorescence Ex485/Em525. M-phase inducer phosphatase 2 (Homo sapiens), P30305. inhibition, %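 (compounds tested at 10 µM final in the well)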. hit rate 0.1% among 65,000; in the data active = inhibition above about 50%
DUSP1 inh: MKP-1 phosphatase inhibitors, primary screen, biochemical, in vitro. AID 374, 2006. hit rate 0.15% among 65,000. recombinant MKP-1, OMFP hydrolysis fluorescence. inhibition, %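 (compounds tested at a single concentration somewhere between 10 and 100 µM)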. Dual specificity protein phosphatase 1 (Homo sapiens), P28562;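 active = inhibition above about 50%, limit read from the data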;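 also: 0% = DMSO max control wells and 100% = wells with enzyme stopped by NaOH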
HEK293 NFkB inh: inhibitors of PMA/ionomycin-induced NF-kB reporter, primary screen, antigen receptor NF-kB inhibitor project, cell-based, HEK-293 luciferase reporter, luminescence | HEK-293 NF-kB luciferase reporter | inhibition, % at 3 µM | hit rate 0.21% among 62,000 | AID 465, 2006;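 active = inhibition above the mean of all tested compounds plus 3 SD, cut at about 40% in these data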;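 also: 0% = stimulated DMSO wells and 100% = 10 µM reference inhibitor 5653914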
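System: NF-kB luciferase reporter HEK-293 cells | Replication: Single test | Control set: DMSO vs reference inhibitor | Evaluation: % inhibition | Schedule: 1 h pretreatment, 16 h stimulation, 37 °C | Probe or stimulus: PMA with ionomycin | Compound dosing: One dose, 3 µM | Detection: Luciferase luminescence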
PKA inh: inhibitors of human PKA kinase activity, primary screen, biochemical, ATP-depletion luminescence, Kemptide substrate; cAMP-dependent protein kinase catalytic subunit alpha (Homo sapiens), P17612; PKA Kemptide phosphorylation, Kinase-Glo ATP luminescence; inhibition, % at 6 µM; hit rate 0.1% among 65,000; AID 524, 2006;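 active = inhibition above the screen-wide mean inhibition plus 3 SD, cut at about 21% in these data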; also: many of its hits are not listed in these tables
JNK3 blocker: JNK3 kinase activity inhibitors, primary screen, biochemical, human, purified enzyme; inhibition, % at 8 µM; Mitogen-activated protein kinase 10 (Homo sapiens), P53779; AID 746, 2007; HTS; hit rate 0.61% among 60,000; in the data active = inhibition above about 17%;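 also: 0% = DMSO and 100% = reference inhibitor; many of its hits are not listed in these tables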
Target sequence (P53779 whole entry, looked up): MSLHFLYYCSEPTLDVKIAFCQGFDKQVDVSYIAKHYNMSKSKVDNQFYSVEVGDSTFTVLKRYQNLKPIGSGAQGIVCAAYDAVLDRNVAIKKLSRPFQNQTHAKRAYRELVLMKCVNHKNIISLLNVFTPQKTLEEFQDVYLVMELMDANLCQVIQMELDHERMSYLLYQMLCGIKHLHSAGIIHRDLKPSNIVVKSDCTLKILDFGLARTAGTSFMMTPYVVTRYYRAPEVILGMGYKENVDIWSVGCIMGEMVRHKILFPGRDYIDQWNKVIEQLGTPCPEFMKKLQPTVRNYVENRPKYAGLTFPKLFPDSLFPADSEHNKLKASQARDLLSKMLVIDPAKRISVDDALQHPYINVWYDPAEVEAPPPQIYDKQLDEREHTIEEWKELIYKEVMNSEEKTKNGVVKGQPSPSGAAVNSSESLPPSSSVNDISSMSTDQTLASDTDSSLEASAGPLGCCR
* = called active by the depositor; . = no result given; [ ] = remark or other dose.

SMILES	TNAP act DEA	ROCK2 blocker	Jurkat tox 60K	MMP13 inh	Cdc25B inh	DUSP1 inh	HEK293 NFkB inh	PKA inh	JNK3 blocker
CCCCOC(=O)CSc1nc2c(cc1C#N)C(=O)CC(C)(C)C2	1	6	2	-12	-10	8	0	2	-3
CCc1ccccc1N1CCN(S(=O)(=O)c2ccc(F)c(C)c2)CC1	1	3	0	4	-11	0	-11	7	1
Cc1cc(/C(=N/O)C(C)(C)NO)ccc1Cl	0.9	-4	-1	3	8	-6	19	-1	-4
Cc1nc(-c2ccc(NC(=O)c3cccs3)cc2)cs1	0.8	-25	14	0	-5	-4	-42	-14	-2
O=C(CSc1nc2c(c(=O)[nH]1)CCC2)Nc1cccc(Cl)c1	1	7	-5	-15	-1	7	4	14	4
O=C(CN(c1ccc(F)cc1)S(=O)(=O)c1ccc2c(c1)OCCO2)N1CCOCC1	0.9	-1	-5	4	-10	2	4	-6	-4
CCOc1cccc(N2C(=O)CC(N3CCC(C(N)=O)(N4CCCCC4)CC3)C2=O)c1 (configuration not stated)	0.9	11	6	2	-14	-1	10	12	6
O=C(NCCCN1CCN(c2cccc(Cl)c2)CC1)c1nc(-c2ccncc2)no1	1	.	.	1	-7	9	-6	5	.
CC(C)(C)NC(=O)c1ccccc1-c1nc(-c2ccccc2Cl)no1	0.9	7	3	-4	0	-8	10	13	-1
CCOC(=O)c1sc2ncn(CC(=O)N(CC)CC)c(=O)c2c1C	1	5	6	9	-13	-10	9	11	-5
CC(C)NC(=O)Cn1nnc(-c2cccc(NC(=O)c3ccccc3F)c2)n1	0.9	-1	7	2	-12	1	5	-5	5
CCOC(=O)C1CCN(c2c(N3CCCCCC3)c(=O)c2=O)CC1	0.9	3	-1	1	-12	1	2	5	-1
Cc1ccc(N2CCN(S(=O)(=O)c3ccc(F)c(C)c3)CC2)c(C)c1	0.9	7	-8	-3	-1	-8	18	9	5
CSc1snc(SCC(N)=O)c1C#N	1	4	6	3	4	3	7	8	-2
CCCC(=O)Nc1cc(OC)c(OC)cc1C(=O)O	0.9	0	2	4	-3	-10	-8	-3	-10
CC1(C)Cc2nc(NCCCO)c(C#N)cc2CO1	1	6	.	-187[fluorescence artefact?]	3	-25	.	3	-4
Cc1ccc(-n2c(C)cc(C(=O)COC(=O)c3c(C)noc3C)c2C)cc1	1	1	21	1	-28	-4	-14	4	6
CSc1c[n+]2c(n1C)CCC2	0.9	-4	6	0	-8	19	14	-2	1
COc1cccc2cc(-c3cn4cccc(C)c4n3)c(=O)oc12	1	4	-3	2	2	0	-20	12	-9
CCCCOc1ccc(C(=O)OC2CC(C)N(C)CC2C)cc1 (configuration not stated)	0.9	0	.	2	7	-21	.	3	-3
O=C(O)CCc1ccc(-c2cccs2)n1CC1CCCO1 (configuration not stated)	1	-4	14	-15	3	0	4	-4	-4
Cc1cc(C)n2cc(CSc3nnnn3-c3ccccc3)nc2n1	0.9	6	-4	2	-1	-10	11	13	-1
COc1cc(OC)cc(C(C(=O)NCc2ccccc2)N(Cc2ccco2)C(=O)c2ccno2)c1 (configuration not stated)	0.9	-1	-4	0	-11	-2	10	-3	-7
COc1ccc(CNC(=O)Nc2ccc(C)cc2)cc1	0.9	9	-5	-1	-2	-4	-3	10	-1
Cn1c(SCC(=O)Nc2cc(=O)n(C)c(=O)n2C)nnc1C12CC3CC(CC(C3)C1)C2	0.9	6	-3	4	0	9	-7	7	2
COc1ccccc1C1C(C(=O)c2cc3ccccc3o2)=C(O)C(=O)N1CCN1CCOCC1 (configuration not stated)	0.9	-3	-3	8	3	-13	10	-6	-4
CCOCCCn1c(=N)c(C(=O)NCCN2CCOCC2)cc2c(=O)n3cccc(C)c3nc21	0.9	8	0	-347[fluorescence artefact?]	-8	6	9	8	-2
Cc1cn(C(=O)CN2C(=O)c3ccccc3C2=O)c(C)n1	1	14	-3	0	-11	-10	-2	13	-3
CCSc1nnc(NC(=O)C(Cc2ccccc2)n2cccc2)s1 (configuration not stated)	1	-5	-3	-2	-2	7	18	-3	2
N#Cc1c2n(c(=S)n(-c3ccccn3)c1=O)CCCCC2	0.9	-1	8	-4	0	3	9	4	-4
Cc1cc(-c2cccs2)c2c(n1)sc1c(=O)[nH]c(=O)[nH]c12	1	5	-4	-15	-6	-3	-13	3	-8
CC1CCc2nn(CC(=O)NCCCN3CCCC3=O)cc2C1 (configuration not stated)	0.9	7	-6	1	-15	-2	-1	6	2
Cc1c(Br)cc(C(=O)O)c(C)c1C	0.9	3	-1	2	1	4	14	9	2
CCn1c(SCC(=O)c2cccs2)nnc1-c1cccs1	1	10	6	0	-12	5	17	8	2
Cc1occc1-c1nnc(SCc2nnc(-c3ccc(Cl)cc3)o2)n1C	0.9	2	-5	0	0	3	15	1	1
COCCOC(=O)c1c(C)oc2ccc(NS(=O)(=O)c3ccccc3)cc12	0.8	4	1	-2	-12	0	-4	-4	1
Cn1c(CCNC(=O)c2ccco2)nc2cc(NC(=O)NC3CCCCC3)ccc21	0.9	0	-1	-4	6	-9	8	-2	3
COCCNc1cc(C)c(C#N)c2nc3ccccc3n12	0.9	9	.	-326[fluorescence artefact?]	-2	6	.	6	1
CC(=O)C(Sc1nc(-c2ccc(F)cc2)nc2c1c(=O)n(C)c(=O)n2C)C(C)=O	1	-5	4	0	3	11	10	7	10
Cc1ccccc1Nc1nnc(SCC(=O)NCc2ccco2)s1	1	4	-7	4	2	27	17	8	-3
CCOc1ccc(N(CC(=O)Nc2cccc(Cl)c2)S(=O)(=O)c2c(C)noc2C)cc1	1	0	16	-2	-9	7	12	1	-1
CCc1nc(-c2ccccc2O)n(-c2ccccc2)n1	0.9	-1	10	-2	-3	3	6	-2	6
O=C(CS(=O)(=O)c1cn(Cc2ccc(Cl)cc2)c2ccccc12)N1CCCC1	0.9	5	9	4	-8	3	9	1	6
CCOC(=O)CNS(=O)(=O)c1ccc(S(=O)(=O)N2CCCC2)cc1	1	-5	12	6	1	18	11	-2	-7
COc1ccc(-c2csc(=Nc3ccccc3)n2CCO)cc1	0.9	.	.	4	-4	-23	7	1	.
CCN(CC)C(=O)CSc1nnc(-c2cnccn2)n1-c1ccccc1	0.9	7	-2	-3	-2	-24	16	6	7
O=C(c1cc2ccccc2c(=O)o1)N1CCc2ccccc2C1	0.9	5	-9	3	-7	-9	14	10	-2
CCSC1(SCC)N=C(N)C2(C#N)C(c3ccc(OC)c(OC)c3OC)C12C#N (configuration not stated)	0.9	8	2	-2	3	3	2	3	0
COc1cc(C)nc(Oc2ccc(/C=N/O)cc2)n1	0.9	-1	-10	6	-7	3	4	3	-4
O=C(O)c1ccc2c(c1)C(=O)N(c1ccc(Cl)cn1)C2=O	0.8	6	0	-4	-10	-2	11	13	5
(next part)
SMILES	TNAP act DEA	ROCK2 blocker	Jurkat tox 60K	MMP13 inh	Cdc25B inh	DUSP1 inh	HEK293 NFkB inh	PKA inh	JNK3 blocker
CN(C)C=NCCn1c(N2CCOCC2)nc2c1c(=O)n(C)c(=O)n2C	0.9	3	0	-1	-17	-6	8	12	5
Cc1cccc(N2CCN(C(=O)COc3cc(=O)n(C)c4ccccc34)CC2)c1C	0.9	6	5	3	-12	37	4	2	1
CC1(C)CC(=O)C=C(Nc2ccc(F)cc2)C1	0.9	4	2	7	2	-15	16	10	-4
COc1ccc(C2NC(C(=O)O)CS2)cc1COCC(F)(F)F (configuration not stated)	0.9	6	-2	0	-2	14	18	4	2
O=C(CSc1nc2c(c(=O)n1-c1ccc(Cl)cc1)SCC2)N1CCOCC1	0.9	2	2	2	-31	0	12	4	2
CN1CCN(C(=O)C2CC(=O)N(c3ccc(F)c(Cl)c3)C2)CC1 (configuration not stated)	0.9	5	-2	2	-5	1	9	11	1
O=C1c2ccccc2S(=O)(=O)N1Cc1cccc(S(=O)(=O)N2CCOCC2)c1	1	-5	-1	4	-3	18	26	1	2
COc1ccccc1C(=O)Nc1ccc2c(c1)nc1n2CCSC1	0.7	-7	9	-6	-16	-3	-5	-6	-5
CS(=O)(=O)N(CCc1ccccc1)CC(=O)NCC1CCCO1 (configuration not stated)	0.9	1	2	0	1	3	15	0	2
O=C(CSc1ccc2nnc(-c3ccncc3)n2n1)NCc1ccco1	0.9	6	-4	0	-7	7	13	3	2
CCC(C)NC(=O)c1ccc(CS(=O)(=O)c2ccc(OC)cc2)o1 (configuration not stated)	0.9	0	-4	-2	-8	7	14	-9	3
COc1ccc(C2c3c(oc4ccccc4c3=O)C(=O)N2CCCN2CCOCC2)cc1 (configuration not stated)	.	-2	-1	1	7	5	3	1	-1
CN(CCC#N)C(=O)c1ccc(CNS(=O)(=O)c2ccc(F)cc2)cc1	0.9	4	4	3	2	6	-4	1	-6
O=C(CCCc1c[nH]c2ccccc12)N1CCOCC1	1	2	-3	-5	-2	1	2	10	3
COc1ccc2[nH]c(=O)c(-c3noc(-c4ccc(F)cc4)n3)cc2c1	0.9	0	-1	-9	-6	30	10	5	4
COc1ccc(Nc2cc(=O)n(C3CCCCC3)c(=O)[nH]2)c(OC)c1	0.9	2	2	-2	13	9	3	8	-3
Cc1ccc(S(=O)(=O)N2C(=O)CCC2C(=O)NCc2ccco2)cc1 (configuration not stated)	0.9	8	2	0	-6	-14	-3	7	2
CCN(CC)CCOC(=O)C12CC3CC(CC(C3)C1)C2	0.9	1	-1	4	4	-17	4	-4	2
N=C1C(c2nc(-c3ccc(Cl)cc3)cs2)=C(O)CN1CCCN1CCOCC1	1	4	6	4	-12	35	-2	10	-5
Cc1ccc(-c2nnn(CCC(=O)Nc3ccc4c(c3)OCO4)n2)cc1	0.8	3	-9	2	-1	-31	10	5	2
Cc1ccccc1C(=O)Nc1ccc(Cl)cn1	0.9	4	2	4	-9	4	-10	10	1
CCn1c(SCC(=O)NCc2ccco2)nnc1-c1cccs1	0.9	9	-2	3	6	12	3	6	2
COc1cc(OC)cc(-c2nc(-c3cc4cc(C)ccc4nc3OC)no2)c1	0.9	4	-8	-1	-2	6	-2	5	2
CCOc1cc2[nH]c(=O)n(Cc3ccc(C(=O)NCCOC)cc3)c(=O)c2cc1OCC	0.9	1	-1	-10	-10	3	18	7	0
CCn1c(=O)cc(OCC(=O)Nc2ccc(C)cn2)c2ccccc21	0.9	9	-4	-1	-14	25	-5	9	-1
COc1ccccc1C(=O)NC(CCSC)C(=O)NCC(c1ccco1)N(C)C (configuration not stated)	0.9	.	.	-2	-14	6	16	4	.
CCn1c2ccccc2c2nnc(SCC(=O)NCCOC)nc21	0.9	5	3	-4	-9	7	2	6	2

Some of the entries so far, with each value named:
CCn1c(=O)cc(OCC(=O)Nc2ccc(C)cn2)c2ccccc21
  TNAP act DEA = 0.9
  ROCK2 blocker = 9
  Jurkat tox 60K = -4
  MMP13 inh = -1
  Cdc25B inh = -14
  DUSP1 inh = 25
  HEK293 NFkB inh = -5
  PKA inh = 9
  JNK3 blocker = -1
COc1cc(OC)cc(-c2nc(-c3cc4cc(C)ccc4nc3OC)no2)c1
  TNAP act DEA = 0.9
  ROCK2 blocker = 4
  Jurkat tox 60K = -8
  MMP13 inh = -1
  Cdc25B inh = -2
  DUSP1 inh = 6
  HEK293 NFkB inh = -2
  PKA inh = 5
  JNK3 blocker = 2
